phage Ecoli inh = growth loss of phage-infected E. coli, primary screen, RecBCD inhibitor project, absorbance, with phage, HTS | actives 0.26% (n = 360,000) | inhibition, % at 11.9 µM; in the data active means inhibition above about 11%
E coli growth = E. coli V3065 growth inhibition, primary screen, counter-screen for AddAB inhibitor project, absorbance, OD600. 18 h. inhibition, % at 11.9 µM. actives 0.27% (n = 330,000). AID 449728, 2010;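 active means inhibition above the campaign's mean inhibition across all tested compounds plus 3 SD, cut at about 9.9% in these data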;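 further: uninfected addAB+ strain grown without phage in ampicillin broth; 0% = DMSO wells and 100% = ciprofloxacin 0.95 µg/ml wells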
Wnt bcat act = Wnt/beta-catenin pathway activators, primary screen, cell-based, plate reader, single point. Wnt/beta-catenin reporter cell assay, activator. activation, % at 9.35 µM. actives 1.2% (n = 300,000). AID 743398, 2014; in the data active means activation above about 30%, passing the limit was not always enough;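 further: 0% = neutral control wells and 100% = positive control wells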
DAGLB inh = DAGLB lipase inhibitors, primary screen, biochemical, fluorescence, HTS | HEK293T DAGLB membrane lysate, EnzChek fluorogenic substrate | inhibition, % at 5.17 µM | actives 0.059% (n = 340,000) | AID 504411, 2011; in the data active means inhibition above about 34%;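 further: 0% = enzyme with vehicle and 100% = wells lacking enzyme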
Target sequence (Q8NCG7 whole entry, looked up): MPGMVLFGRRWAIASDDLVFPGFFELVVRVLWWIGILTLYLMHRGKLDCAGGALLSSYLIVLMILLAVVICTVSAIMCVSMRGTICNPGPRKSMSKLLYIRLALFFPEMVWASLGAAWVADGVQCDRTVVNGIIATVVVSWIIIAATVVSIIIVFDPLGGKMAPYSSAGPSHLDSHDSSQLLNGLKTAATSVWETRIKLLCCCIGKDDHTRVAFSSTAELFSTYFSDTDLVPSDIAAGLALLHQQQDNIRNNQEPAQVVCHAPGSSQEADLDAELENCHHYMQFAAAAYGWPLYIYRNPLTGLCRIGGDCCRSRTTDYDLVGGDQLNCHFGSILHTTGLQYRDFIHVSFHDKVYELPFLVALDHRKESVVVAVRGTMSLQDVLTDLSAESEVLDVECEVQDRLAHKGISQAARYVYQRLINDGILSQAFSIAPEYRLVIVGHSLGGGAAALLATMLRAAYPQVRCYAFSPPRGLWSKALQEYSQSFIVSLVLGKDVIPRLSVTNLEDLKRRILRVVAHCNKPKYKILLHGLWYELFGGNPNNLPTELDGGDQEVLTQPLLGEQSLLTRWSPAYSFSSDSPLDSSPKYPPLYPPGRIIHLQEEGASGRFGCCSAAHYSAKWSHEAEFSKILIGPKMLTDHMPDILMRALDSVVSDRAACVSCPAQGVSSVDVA
AddAB inh = growth inhibition of E. coli expressing H. pylori AddAB, primary screen, AddAB inhibitor project, absorbance | inhibition, % at 11.9 µM | actives 0.29% (n = 330,000) | AID 435030, 2010; in the data active means inhibition above about 12%;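 further: 0% = vehicle wells of infected cells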
CAL PDZ FP = CAL PDZ peptide-binding inhibitors, primary screen, biochemical, fluorescence polarization, Cer-tagged CAL PDZ, HTS. purified CAL PDZ, TMR-peptide fluorescence polarization, 1 h. inhibition, % at 20 µM. actives 0.02% (n = 330,000). Golgi-associated PDZ and coiled-coil motif-containing protein (Homo sapiens), Q9HD26. AID 504414, 2011;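 active means highest replicate inhibition of at least 40%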;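 further: plate controls were DMSO neutral control wells for no effect and unlabeled competitor peptide control wells for full effect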
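Material – purified CerCALP PDZ construct · Detection – FP readout, S and P plane fluorescence · Measure – percent inhibition from loss of millipolarization · Controls – unlabelled peptide for full inhibition, DMSO wells as neutral · Probe or stimulus – TMR-labelled reporter peptide T*-PRC34 bound in PDZ groove · Times – 1 h at RT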
Rtt109 Vps75 = inhibitors of C. albicans Rtt109/Vps75 HAT, primary screen, biochemical, ThioGlo CoA-SH fluorescence, plate reader; purified Rtt109/Vps75, 4 h; Histone acetyltransferase RTT109 (Candida albicans (strain SC5314 / ATCC MYA-2876)), …; AID 540336, 2011; actives 0.16% (n = 330,000); inhibition, % at 34.9 µM;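 active means inhibition of at least 50% in every replicate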
Target sequence (Q5AAJ8 whole entry, looked up): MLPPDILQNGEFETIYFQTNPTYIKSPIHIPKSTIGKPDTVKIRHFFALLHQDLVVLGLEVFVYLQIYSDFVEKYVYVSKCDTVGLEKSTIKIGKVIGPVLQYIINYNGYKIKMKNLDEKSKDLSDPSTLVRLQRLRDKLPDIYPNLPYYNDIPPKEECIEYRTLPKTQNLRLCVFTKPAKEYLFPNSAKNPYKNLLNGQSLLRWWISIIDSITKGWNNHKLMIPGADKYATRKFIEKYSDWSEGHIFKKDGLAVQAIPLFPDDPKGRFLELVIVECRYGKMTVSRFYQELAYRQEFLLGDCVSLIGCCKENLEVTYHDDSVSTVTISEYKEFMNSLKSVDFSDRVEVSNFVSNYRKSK
PfHsp90 yeast 2 = growth inhibition of PfHsp90-expressing yeast, primary screen, antimalarial PfHsp90 inhibitor project, S. cerevisiae, BacTiter-Glo luminescence, single point, set 2; BacTiter-Glo ATP, 48 h; yeast lacking PDR1 and PDR3 efflux regulators; inhibition, % at 9.4 µM; actives 0.32% (n = 310,000); AID 504621, 2011;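 active means every replicate shows inhibition above about 80%, whatever the replicate mean, limit read from the data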;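 further: 0% = DMSO neutral controls and 100% = 20 µM radicicol positive controls; yeast relying on Plasmodium falciparum Hsp90 in place of its own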
Tat export inh = E. coli Tat export inhibitors, primary screen, MC4100, TorA-mCherry reporter, fluorescence, single point; inhibition, % at 10 µM; actives 0.036% (n = 340,000); AID 488895, 2010;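 active means mean replicate inhibition at least 50% and at least half of replicates individually reaching 50%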;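 further: exported cargo escapes ClpAP degradation while cytoplasmic cargo is degraded and loses fluorescence; 0% = median of neutral control wells and 100% = median of NaSCN control wells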
PvdQ inh = P. aeruginosa PvdQ acylase inhibitors, primary screen, biochemical, fluorescence, plate reader and imaging, single point; PvdQ acylase [Pseudomonas aeruginosa LESB58]; purified PvdQ acylase; inhibition, % at 10 µM; actives 0.063% (n = 340,000); AID 488965, 2010; in the data active means inhibition above about 30%, passing the limit was not always enough;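 further: 0% = vehicle neutral wells and 100% = reference inhibitor wells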
The depositor's hits bear a star; . = not tested or not shown.

SMILES | phage Ecoli inh | E coli growth | Wnt bcat act | DAGLB inh | AddAB inh | CAL PDZ FP | Rtt109 Vps75 | PfHsp90 yeast 2 | Tat export inh | PvdQ inh
COC(=O)CCC(=O)OC1(C)C(=O)C2=CN(C3CCCC3)C(c3ccc(OC)cc3)=CC2=C(Br)C1=O (configuration not stated) | 2.8 | 3.1 | 0 | 6 | 3.2 | 1.2 | 2 | -4 | 0 | -2
CCCCc1ccc(NC(=S)NCc2cccnc2)cc1 | 7.4 | 2.2 | 0 | -1 | 9.0 | -1.4 | 1 | 12 | -5 | 0
CC(=O)NC(Cc1ccc(C(C)C)cc1)C(=O)NC1CCN(C(=O)c2cccc(C)c2)CC1 (configuration not stated) | 2.7 | -0.3 | -1 | -3 | 0.6 | -0.2 | 2 | -4 | 2 | 6
Cc1cc(=O)c(C(=O)O)nn1-c1ccccc1C(F)(F)F | 0.2 | -2.2 | -1 | 0 | 2.2 | -0.4 | 4 | -55 | 2 | -12
O=C(NNS(=O)(=O)c1ccc(Cl)cc1Cl)c1cc2ncc(C(F)(F)F)cc2s1 | 0.8 | -0.8 | 3 | 9 | 1.2 | -0.8 | 8 | -2 | -10 | 2
COc1ccc(/C=N/NC(=O)c2cccnc2)c2ccccc12 | -2.0 | -0.6 | -1 | 2 | 0.5 | -0.8 | 9 | -2 | 4 | -5
CCOC(=O)C1CCCCN1Cc1cc(OC)ccc1OC (configuration not stated) | 0.0 | 2.4 | . | -2 | 1.2 | -0.8 | -2 | 20 | -2 | -11
CC(=O)N(CN1C(=O)c2ccc([N+](=O)[O-])cc2C1=O)c1ccc(F)cc1 | 0.5 | -0.1 | . | 0 | -1.8 | -0.3 | 6 | -8 | -11 | -7
O=S(c1ccc2ccccc2c1)c1cnns1 (configuration not stated) | 1.8 | 0.7 | . | 2 | -1.0 | -0.6 | -3 | -10 | 19 | 14
COc1ccccc1CN1CC(C(=O)NCCCc2ccc(F)cc2)CCC1=O (configuration not stated) | 1.8 | 0.2 | -2 | -1 | 1.0 | -2.9 | 1 | -7 | 10 | 5
COc1ccc(OCC(=O)NC(=S)Nc2ccc(S(=O)(=O)Nc3cc(OC)nc(OC)n3)cc2)cc1 | 2.1 | -2.2 | -1 | 5 | 1.3 | -2.9 | 20 | 17 | 2 | 5
CC(=O)c1ccc(S(=O)(=O)N2CCN(C(=O)C3CCCC3)CC2)cc1 | -2.5 | -2.8 | 0 | 0 | 1.3 | -0.4 | 3 | 9 | -7 | -10
O=C(NCCCc1ccccn1)C1CCC(=O)N(Cc2cccc(F)c2)C1 (configuration not stated) | 1.3 | 0.2 | 1 | 0 | 3.0 | -0.6 | -1 | -3 | -1 | 3
CCOC(=O)c1cccc(S(=O)(=O)N2CCOCC2)c1 | 0.0 | -0.3 | -1 | 0 | 2.3 | -2.7 | -2 | -43 | 27 | -20
COc1ccc(C(=O)Nc2ccc(S(=O)(=O)Nc3ncccn3)cc2)cc1OC | 3.8 | 0.4 | 0 | 1 | 0.9 | -1.1 | 3 | 1 | 6 | -13
Cc1cccc(-n2nnnc2SCC(=O)c2cc(C)n(Cc3ccco3)c2C)c1 | 1.9 | 0.4 | . | 5 | 2.1 | -0.8 | -2 | 3 | -1 | -12
CC(NC(=O)c1cc2c(=O)n(C)c3ccccc3c2n1C)c1ccc2c(c1)OCCO2 (configuration not stated) | 2.0 | 0.0 | -2 | -1 | 3.9 | -3.1 | 2 | . | 2 | -5
COc1ccc(CN2CCN(C(C)C(=O)NC(C)c3ccc(F)cc3)CC2)cc1F (configuration not stated) | 0.3 | -3.3 | -2 | 1 | 0.8 | -1.8 | 2 | -8 | 1 | -8
COCCNC(=O)Cn1c(=O)n(CCCCCC(=O)Nc2ccccc2)c(=O)c2sccc21 | 3.3 | 0.0 | -1 | 0 | 1.9 | -0.3 | 16 | 0 | -6 | 13
COC(=O)c1cccc(Nc2ncnc3ccc(C)cc23)c1 | 1.7 | -0.6 | 3 | -1 | -1.0 | -3.1 | 0 | 6 | -1 | -7
CN(C)c1cc(-c2ccc(C#N)cc2)oc(=O)c1Cl | 2.3 | 2.0 | 1 | . | 6.4 | . | . | . | . | .
COc1ccc(CCNC(=O)CCCCC(=O)NCCc2ccc(OC)c(OC)c2)cc1OC | -1.9 | -1.0 | 5 | 0 | 1.4 | 1.0 | 0 | -19 | 7 | -10
COc1ccc(C(=O)NC(=S)Nc2ccc(N3CCCC3)cc2)cc1 | 4.1 | 2.0 | 3 | 2 | 0.5 | -2.0 | -2 | 5 | -10 | 4
O=C(O)c1cccc(S(=O)(=O)Nc2cccc(S(=O)(=O)Nc3ccc(Br)cc3)c2)c1 | 4.0 | . | -1 | 13 | . | -3.1 | 4 | . | 4 | -3
CCOc1ccc2[nH]c3c(=O)n(CCc4ccc(OC)cc4)cnc3c2c1 | 4.4 | 1.2 | -1 | 0 | 0.7 | -1.4 | 4 | -8 | 5 | 5
CCOC(=O)c1c(C)[nH]c(C(=O)OCC(=O)N2CCN(S(=O)(=O)c3ccccc3)CC2)c1C | 0.8 | 1.3 | -4 | -4 | 3.5 | -0.9 | -2 | 6 | 7 | 3
COCCCn1c(C)nnc1SCC(=O)NNC(=O)COc1ccc(Cl)cc1 | 0.6 | -3.9 | -1 | 1 | 3.4 | -1.6 | -20 | 15 | 3 | -13
C1N2CN3CN1CN(C2)C3 | 4.0 | 1.0 | -4 | 0 | -1.1 | -1.1 | -5 | 17 | -3 | -8
CC1=C(C(=O)Nc2ccc(C)cc2C)C(c2ccc(Cl)cc2)n2nc(C(=O)OC(C)C)nc2N1 (configuration not stated) | 0.2 | -0.3 | 16 | -1 | -1.4 | -0.5 | 7 | 10 | 1 | -1
Clc1ccccc1-c1nc(-c2cccnc2)no1 | -0.5 | 1.6 | . | -7 | 1.2 | -2.2 | 0 | -25 | 5 | -6
Cc1cc(C(=O)N/N=C/c2ccc3c(c2)OCO3)c2ccccc2n1 | 2.4 | 3.2 | -1 | 3 | 3.1 | 0.6 | -3 | 12 | 9 | -7
CC(=O)Nc1ccc(NC(=O)CN2C(=O)COc3ccc(S(=O)(=O)N4CCOCC4)cc32)cc1 | 2.5 | -2.5 | -1 | 0 | 3.5 | -0.8 | -3 | -4 | -9 | -9
O=C(COc1ccc(S(=O)(=O)NC2CCCCC2)cc1)NC1CC1 | 0.3 | 0.8 | 2 | -3 | 5.9 | -0.9 | 25 | 2 | -7 | 3
CC(c1ccccc1)n1c(S(=O)(=O)O)nc2ccccc21 (configuration not stated) | 4.3 | 0.4 | 0 | 0 | 0.5 | 0.2 | 4 | 14 | -1 | -4
CC(=O)N1CCC(CCCC2CCN(C(C)=O)CC2)CC1 | 2.0 | -3.9 | -1 | -3 | 2.9 | -0.8 | -3 | 6 | -7 | -8
CNC[C@H](CC1CCCCC1)NC[C@H](CO)NCCc1cccc(C(F)(F)F)c1 | 1.0 | -3.6 | -3 | -4 | 0.0 | -0.8 | 7 | -5 | 6 | 0
CCOc1cc(/C=C/C(=O)O)ccc1OCCOc1ccccc1 | -0.6 | 0.4 | -3 | 0 | 0.4 | -1.7 | 1 | 1 | -2 | 3
CCCN1CCC(N(CCc2ccccc2)Cc2ccccc2)CC1 | 1.0 | 0.0 | 1 | -1 | 2.9 | -0.7 | -1 | 14 | 4 | -16
O=C1NCCO1 | 3.6 | 101* | 3 | 1 | 100* | -0.9 | 0 | -3 | 0 | -12
COc1cc(CNCCc2ccccc2)ccc1OCC(N)=O | 4.0 | -0.5 | 1 | 0 | -1.7 | 0.2 | -1 | -15 | 0 | 3

Grouped by structure: the compounds so far containing a thiophene ring, fused or not.
SMILES | phage Ecoli inh | E coli growth | Wnt bcat act | DAGLB inh | AddAB inh | CAL PDZ FP | Rtt109 Vps75 | PfHsp90 yeast 2 | Tat export inh | PvdQ inh
O=C(NNS(=O)(=O)c1ccc(Cl)cc1Cl)c1cc2ncc(C(F)(F)F)cc2s1 | 0.8 | -0.8 | 3 | 9 | 1.2 | -0.8 | 8 | -2 | -10 | 2
COCCNC(=O)Cn1c(=O)n(CCCCCC(=O)Nc2ccccc2)c(=O)c2sccc21 | 3.3 | 0.0 | -1 | 0 | 1.9 | -0.3 | 16 | 0 | -6 | 13

Continuation:
SMILES | phage Ecoli inh | E coli growth | Wnt bcat act | DAGLB inh | AddAB inh | CAL PDZ FP | Rtt109 Vps75 | PfHsp90 yeast 2 | Tat export inh | PvdQ inh
Cc1ccc(S(=O)(=O)NNC(=O)c2ccccc2-n2cccc2)cc1 | 1.6 | 0.0 | 5 | -1 | -2.4 | -0.6 | 6 | -10 | -1 | -1
COc1cc(/C=N/NC(=O)c2ccc(CSc3nncn3C)cc2)ccc1OCC(=O)N1CC(C)OC(C)C1 (configuration not stated) | 3.4 | -2.3 | 0 | 0 | -0.2 | -1.4 | 5 | 13 | -6 | 4
CN(C)/C(=N\S(=O)(=O)c1ccc(F)cc1)c1ccccc1 | -1.8 | 2.2 | 1 | 1 | 2.9 | -0.1 | -3 | 8 | 6 | 1
O=C1CC(NNc2ccccc2)C(=O)N1c1ccc(N2CCCCC2)cc1 (configuration not stated) | 2.7 | . | 7 | 3 | . | -2.4 | 3 | 0 | 1 | -10
COc1cccc(CNC(=O)c2cc(C3CC3)nc3c2cnn3C(C)C)c1 | -0.9 | -1.1 | 0 | -5 | 1.4 | -0.6 | 3 | -18 | 7 | -9
COc1ccc(/C=N/N2CCN(C)CC2)c(OC)c1OC | 1.7 | -0.8 | 0 | 0 | -0.1 | -1.7 | 5 | 19 | 0 | -11
CCCCOc1ccc(C(=O)N/C(=C\c2cccc([N+](=O)[O-])c2)C(=O)OCCC)cc1 | 4.0 | -2.1 | . | -1 | 0.2 | -1.7 | -11 | . | 3 | -13
O=C(Nc1ccccc1)c1cccc(S(=O)(=O)N2CCCCC2)c1 | 0.8 | -1.6 | . | -1 | -0.5 | -1.1 | 2 | -15 | -2 | -15
Cc1ccc(NC(=O)/C(C#N)=C/c2cn(CC(=O)NCc3ccco3)c3ccccc23)cc1C | -0.6 | -1.4 | 1 | 28 | 5.3 | . | -3 | -14 | 1 | -14
Oc1[nH]c2ccccc2c1C1=NCCCC1 | 4.9 | -1.4 | -1 | 0 | -2.5 | -0.3 | 12 | 19 | 5 | -3
CC(=O)/C(C[N+]1(C)CCCCC1)=N\O | 2.7 | -0.6 | . | 0 | 1.6 | 0.3 | 4 | -6 | -10 | 11
O=[N+]([O-])c1ccc(N2CCN(c3ccccc3F)CC2)nc1 | -1.9 | . | 2 | -1 | . | -0.3 | -5 | -4 | 1 | -11
CN1CCN(CCCNC(=O)Cn2ncc3c4ccccc4n(C)c3c2=O)CC1 | 2.2 | 1.4 | -1 | 8 | 1.9 | -0.1 | -1 | -26 | 6 | -9
COc1ccc(CCC(=O)Nc2nc3c(s2)CN(C)CC3)cc1OC | 2.6 | 0.0 | -2 | 1 | 0.2 | -0.8 | -14 | 23 | -7 | -3
Cc1ncn(-c2ccc(C(=O)Oc3ccccc3)cn2)n1 | 3.2 | 0.6 | -8 | -2 | 0.5 | -1.6 | -7 | 8 | -4 | -10

An unsorted share of the library. About 1.9% of those tested had a hit in this group.
